Screens: PubChem BioAssay, several laboratories
HePTP inh: blocks human HePTP tyrosine phosphatase. inhibition, % at 20 µM. P35236. recombinant HePTP phosphatase activity, OD absorbance. actives 0.64% (n = 110,000); in the data active = inhibition above about 50%;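 also: plate controls were vehicle for no effect and reference inhibitor for full effect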
Target sequence (P35236 whole entry, looked up): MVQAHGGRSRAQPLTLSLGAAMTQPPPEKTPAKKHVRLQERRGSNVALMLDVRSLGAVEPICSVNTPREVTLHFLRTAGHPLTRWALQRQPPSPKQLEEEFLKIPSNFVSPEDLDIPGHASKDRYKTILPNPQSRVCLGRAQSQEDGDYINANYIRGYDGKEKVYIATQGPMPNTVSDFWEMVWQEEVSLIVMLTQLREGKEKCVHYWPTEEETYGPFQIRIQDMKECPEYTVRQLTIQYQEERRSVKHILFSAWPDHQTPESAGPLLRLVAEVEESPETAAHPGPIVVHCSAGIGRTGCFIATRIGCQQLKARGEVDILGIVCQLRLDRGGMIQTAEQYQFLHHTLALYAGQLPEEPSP
BAP1 block: inhibitors of human BAP1 deubiquitinase | Q92560 | recombinant BAP1, Ub-AMC hydrolysis fluorescence kinetic; stronger effect = lower value | activity remaining (% of control), % at 20 µM | actives 0.48% (n = 72,000) | AID 436;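 active = activity remaining at or below 50% of control, provided the compound also passes the data quality filters; inactive = the rest, including low values that fail the filters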;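 also: 100% = DMSO wells rate and 0% = substrate alone blank rate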
Target sequence (Q92560 whole entry, looked up): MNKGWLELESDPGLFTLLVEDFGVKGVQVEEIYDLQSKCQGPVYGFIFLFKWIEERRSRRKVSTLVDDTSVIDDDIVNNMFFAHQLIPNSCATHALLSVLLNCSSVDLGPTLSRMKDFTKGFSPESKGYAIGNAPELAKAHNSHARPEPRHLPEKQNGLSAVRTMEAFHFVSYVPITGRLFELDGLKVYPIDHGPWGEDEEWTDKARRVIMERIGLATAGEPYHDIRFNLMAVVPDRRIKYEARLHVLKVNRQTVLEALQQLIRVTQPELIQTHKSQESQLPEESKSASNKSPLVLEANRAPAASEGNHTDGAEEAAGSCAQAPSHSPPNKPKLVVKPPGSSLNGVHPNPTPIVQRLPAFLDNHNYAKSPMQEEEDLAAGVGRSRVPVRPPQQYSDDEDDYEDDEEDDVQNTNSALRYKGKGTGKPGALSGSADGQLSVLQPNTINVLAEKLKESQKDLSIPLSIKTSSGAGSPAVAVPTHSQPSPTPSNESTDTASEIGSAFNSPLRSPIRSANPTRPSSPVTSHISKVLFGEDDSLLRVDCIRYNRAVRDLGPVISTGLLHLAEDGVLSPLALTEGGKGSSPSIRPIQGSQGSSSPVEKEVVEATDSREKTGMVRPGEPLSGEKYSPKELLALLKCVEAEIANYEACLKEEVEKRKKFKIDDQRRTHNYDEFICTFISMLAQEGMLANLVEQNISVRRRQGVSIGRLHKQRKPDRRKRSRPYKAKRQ
* hit, by the source's call; / = not tested or not shown; & = joins results of further samples.

BAP1 block | HePTP inh | compound
89 | 3 | COc1ccc(N2C(=O)CSC2c2ccc3c(c2)OCO3)c(OC)c1 (stereo not drawn)
326 | -6 | CCC(C)OC(=O)C1=C(C)NC(=O)NC1c1ccccc1F (stereo not drawn)
/ | -2 | COC(=O)C1=C(N)OC2=C(C(=O)CC(C)(C)C2)C1c1cccc(C)c1 (stereo not drawn)
108 | 5 | CCOC(=O)c1c(NC(C)=O)sc2c(O)cccc12
49* | -4 | CCc1cc2cc3c(cc2nc1SCC(=O)Nc1cc(C)on1)OCO3
/ | -5 | O=[N+]([O-])c1ccc(-c2csc3[n+]2CCS3)cc1
/ | 0 | COc1ccc(/C=N\OCC(=O)Nc2oc(-c3ccccc3)c(-c3ccccc3)c2C#N)cc1
90 | 13 | O=C(CN(Cc1ccc(F)cc1)C(=O)c1ccco1)NCc1ccc(F)cc1
/ | -7 | O=C(NCCO)C(=O)Nc1ccc(Oc2ccccc2)cc1
93 | -3&-6 | CCOc1ccc(N(CC(=O)NCC(C)C)S(C)(=O)=O)cc1
97 | 10 | COc1ccc(C(=O)Nc2cccnc2)cc1C(=O)Nc1cccnc1
97 | -16 | Cc1cc(C)c(S(=O)(=O)Nc2ccc(O)cc2)c(C)c1
/ | 4 | COc1cc(C=NN2C(=O)C3C4C=CC(C5CC45)C3C2=O)cc(Br)c1O (stereo not drawn)
/ | 0 | Cc1csc(NC(=O)c2sc3nc(-c4cccs4)ccc3c2N)n1
/ | 9 | O=C(NN1C(=O)/C(=C/c2cccc(F)c2)SC1=S)c1ccncc1
100 | 18 | CCOc1ccc2nc(N3CCC(C(=O)N4CCN(C5CCCCC5)CC4)CC3)sc2c1
/ | 7 | Cc1nn(C(=O)c2cccnc2)c(C)c1Sc1ccc([N+](=O)[O-])cc1
97 | 11 | COC(=O)c1nc2nc(C)cc(C(F)(F)F)n2n1
/ | -9 | Brc1cccc(-c2nnc(-c3ccc4c(c3)OCO4)o2)c1
101 | 6 | COc1ccccc1CN1C(=O)[C@@H]2C(CCC(N)=O)NC3(C(=O)Nc4c3ccc(Cl)c4C)[C@@H]2C1=O (stereo partly drawn)
/ | 0 | CC1=C(C)CC(C(=O)Nc2ccc(Br)cc2)C(C(=O)O)C1 (stereo not drawn)
/ | -5 | CCC(C)(C(=O)NC1CCCCC1)N(Cc1ccco1)C(=O)CNC(=O)c1ccccc1 (stereo not drawn)
105 | 6 | Cc1ccc(N(C(=O)CNC(=O)c2ccco2)C(C(=O)NCC2CCCO2)c2ccccc2)cc1 (stereo not drawn)
74 | -5 | O=C(CCN1C(=O)c2ccccc2S1(=O)=O)NCc1ccco1
84 | 8 | O=C(COc1ccc(=O)n(-c2ccccc2)n1)Nc1ccccc1
/ | 14 | CN(/N=C\c1ccco1)c1nc(-c2ccccc2)cc(-c2ccccc2)n1
/ | 3 | Cc1cc(Cl)ccc1OCCCC(=O)Nc1cccc(Br)c1
70 | -1 | CCCCOc1cc(C)nc(NCc2ccccc2)n1
94 | 8 | COc1cccc(-n2c(SCC(=O)NC(C)(C)C)nnc2-c2ccoc2C)c1
/ | 9 | N#Cc1nc(-c2cccs2)oc1NCc1ccccc1Cl
/ | 3 | CCOC(=O)/C(C#N)=C\c1cn(CCC#N)nc1-c1ccc(C)o1
62 | -1 | CCCCCSc1nc(O)cc(=O)[nH]1
91 | 2 | Cc1cc2ccccc2c(=O)n1CC(=O)N(C)c1ccc(F)cc1
/ | -2 | CCOC(=O)N/N=C(\C)c1ccccn1
83 | 0 | COc1ccccc1CNC(=O)C1CC(=O)N(C2CCCC2)C1 (stereo not drawn)
/ | 1 | Cc1nn(-c2ccccc2)c(C)c1C(=O)OC/C(O)=C(\C#N)c1nc2ccccc2[nH]1
113 | -6 | Cc1ccc(CN2C(=O)CCC2C(=O)NCCN(CC(C)C)CC(C)C)cc1 (stereo not drawn)
/ | 8 | Cc1c(Cl)cccc1N=C1NC(=O)/C(=C/c2ccc3c(c2)OCO3)S1
97 | 9 | COc1ccccc1N1CCN(C(=O)c2cn(-c3ccccc3)nc2-c2cccnc2)CC1
/ | -5 | COc1ccc(C(=O)O/N=C2/CCCc3c2ccc(OC)c3C)cc1[N+](=O)[O-]
/ | -7 | N/C(Cc1ccc([N+](=O)[O-])cc1)=N\OC(=O)COc1cccc2ccccc12
/ | 2 | COc1ccc(/C=C2/C(=O)N(c3cccc(C(F)(F)F)c3)N=C2C)cc1OC
97 | -7 | O=c1cc(CSc2ccc(Cl)cc2)nc2nc[nH]n12
/ | -4 | CCn1c2c(c3cc(C(C)(C)C)ccc31)CCCC2=O
74 | 0 | CCCCSc1nc2c(cnn2-c2ccc(Cl)cc2)c(=O)[nH]1
/ | 8 | CCOC(=O)C1=C(O)/C(=C\c2ccc([N+](=O)[O-])cc2)N=C1C
/ | 0 | CC(=O)c1ccc(-n2c(C)ccc2C)cc1
80 | / | O=[N+]([O-])c1ccc(NC2OC(CO)C(O)C2O)cc1 (stereo not drawn)
103 | 7 | O=C(Nc1cccnc1)C1OCCc2ccccc21 (stereo not drawn)
/ | -16 | COC1=C(c2ccccc2)C(=O)c2ccccc2C1=O
125 | 12 | O=C(NCCc1ccc(Cl)cc1)C1CCN(S(=O)(=O)c2ccc(-n3cnnn3)cc2)CC1
/ | 6 | O=C(NCC(c1ccccc1)c1ccccc1)Nc1cccc(Cl)c1
97 | 1 | c1ccc(Oc2cc(-n3cccn3)ncn2)cc1
89 | 11 | COC(=O)C1=C(C)OC(N)=C(C#N)C1c1ccccc1 (stereo not drawn)
83 | 2 | CC(C)c1ccc(NC(=O)C(c2ccccc2)N2CCN(C(=O)c3ccco3)CC2)cc1 (stereo not drawn)
/ | 2 | C=CCNC(=O)C(=O)Nc1cc(C)cc(C)c1
112 | 10 | CCCn1c(N)c(C(=O)COC(=O)c2c(C)noc2C)c(=O)n(C)c1=O
71 | 3 | CN(CCNC(=O)C1CC(=O)N(c2ccc(F)c(Cl)c2)C1)Cc1ccccc1 (stereo not drawn)
92 | -9 | CCOC(=O)N1CCN(c2c(NCc3ccccc3OC)c(=O)c2=O)CC1
107 | -12 | Cc1cc(Br)ccc1NC(=O)CNC(=O)CN1C(=O)NC2(CCCCCC2)C1=O

Next section:
BAP1 block | HePTP inh | compound
/ | -13 | O=C(NCc1ccccc1)NC(=O)c1ccccc1F
127 | 8 | O=C(CSc1nc2ccccc2c(=O)n1Cc1ccco1)N1CCCCCC1
78 | 9 | Cc1cc(NC(=O)COc2cccc(Oc3ccccc3)c2)no1
/ | -5 | CCCN(CCC)c1ccc(/C=N\NC(=O)C2COc3cc4ccccc4cc3O2)cc1 (stereo not drawn)
98 | -7 | O=C1NCCCC1C(=O)N1CCN(C(=O)c2ccco2)CC1 (stereo not drawn)
/ | -2 | N=c1c(C(=O)NCc2ccc(F)cc2)cc2c(=O)n3ccccc3nc2n1CC1CCCO1 (stereo not drawn)
115 | 8 | C/C=C/c1ccc(OCCCCN2C(=O)NC(C)(C)C2=O)c(OC)c1
80 | 4 | COc1ccccc1-c1nnc2sc(-c3ccc(N(C)C)cc3)nn12
/ | 2 | COc1ccc(Br)cc1/C=N\N1CCN(c2ccc(C)cc2)CC1
102 | 6 | CCCc1cc(=O)oc2cc(OCC(=O)OC)cc(OCC(=O)OC)c12
58 | 2 | N#Cc1ccc(CSc2nnc(Cc3cccs3)n2Cc2ccco2)cc1
98 | 4 | O=C(O)CCNc1ccc2c(c1)OCCO2
/ | -7 | O=C(CN1C(=O)c2ccccc2C1=O)Nc1nc(-c2ccccc2)cs1
/ | 2 | S=c1[nH]nc(-c2ccccc2)n1/N=C/c1ccc(-c2ccccc2Cl)o1
/ | -6 | O=C(/C=C/c1ccc2c(c1)OCO2)N1CCCC1
96 | 1 | COc1ccc(C2=NOC(C(=O)Nc3cc(C)nn3-c3ccccc3)C2)cc1OC (stereo not drawn)
/ | 11 | O=C(Nc1cccc2ccccc12)C1C2C3CCC(C3)C12 (stereo not drawn)
/ | -26 | COCCOC(=O)c1ccc(NC(=O)COc2ccc(Cl)cc2Cl)cc1
/ | 6 | Cc1ccc(CN2CCN(C(=O)C3CCC3)CC2)cc1
/ | 5 | CCn1cc(C(=O)NCCCOC)c2cc(OC)c(OC)cc2c1=O
113 | 3 | COCCNC(=O)C(OC(=O)CC1Sc2ccccc2NC1=O)c1ccncc1 (stereo not drawn)
53 | / | O=C(CCN1C(=O)c2cccc([N+](=O)[O-])c2C1=O)NCc1ccco1
/ | -15 | CCOC(=O)c1c(NC(=O)c2ccccc2[N+](=O)[O-])sc2c1CCC(C)C2 (stereo not drawn)
/ | -22 | CC1(C)CNC(=O)c2sc(N)nc2C1
/ | 6 | Cc1c(Cl)cccc1N=C1NC(=O)/C(=C/c2cccc(O)c2)S1
50&92 | 7 | Nc1nc(Cl)nc2c1ncn2[C@H]1C[C@H](O)[C@@H](CO)O1
50 | -5 | CC(=O)N(CCO)Cc1cc2cc(C)cc(C)c2[nH]c1=O
/ | -6 | C/C(=C\C(=O)c1ccc(Cl)cc1)Nc1cc(Cl)cc(Cl)c1
/ | 11 | CN(C)c1ccc(/C=N/N=C2/NC(=O)C(c3ccccc3)(c3ccccc3)S2)cc1
/ | -11 | COc1ccc(Cl)cc1NC(=O)C1=C(C)NC(=O)NC1c1ccccc1F (stereo not drawn)
100 | 2 | COCC(C)n1c(C)cc(C(=O)COC(=O)c2nc3nc(C)cc(C)n3n2)c1C (stereo not drawn)
87 | -5 | c1ccc(CCCNc2ncnc3nc[nH]c23)cc1
/ | 1 | O=C(NN1C(=O)CSC1=S)c1ccncc1
99 | -4 | Cc1cccc(OCc2nnc(SCC(=O)NCCc3ccccc3)o2)c1
/ | 8 | COC(=O)c1ccc(NC(=O)C2C3C=CC(C4CC34)C2C(=O)O)cc1 (stereo not drawn)
89 | 0 | CC1CCCCC1NC(=O)C1CCN(S(=O)(=O)N2CCCCCC2)CC1 (stereo not drawn)
96 | 9 | CN1CCN(C(=O)C2CCN(S(=O)(=O)c3ccc4c(c3)oc(=O)n4C)CC2)CC1
93 | -6 | c1ccc(OCCCCn2cnc3ccccc32)cc1
/ | -9 | Cn1c(-c2nc3ccccc3n2C)nc2ccccc21
220 | / | COc1ccc(C2CC(C(F)(F)F)n3nc(C(=O)Nc4sc5c(c4C(N)=O)CCC(C)C5)c(Br)c3N2)cc1 (stereo not drawn)
94 | -6 | Cc1onc(-c2ccncc2)c1C(=O)O
86 | 9 | CC1CC(C)CN(S(=O)(=O)c2ccc(C(=O)Nc3nnc(-c4cccs4)o3)cc2)C1 (stereo not drawn)
/ | 2 | CC(C(=O)O)n1nnc(-c2ccccc2)n1 (stereo not drawn)
143 | 10 | CCOc1ccccc1Nc1nc(N)nc(CSc2nncn2C)n1
/ | 104* | O=C(O)c1cccc(NC2=C(Cl)C(=O)N(c3ccc(Cl)cc3)C2=O)c1
/ | 4 | Nc1c(C(=O)O)nnn1Cc1ccccc1
93 | 5&-10 | CCOC(=O)c1c(N)sc(C(=O)N2CCCC2)c1C
92 | -3 | Cc1nn(C(C)C(=O)N2CCCCC2)c(=O)c2c1sc1ccccc12 (stereo not drawn)
/ | 27 | O=C(NN1C(=O)/C(=C/c2cc3c(cc2[N+](=O)[O-])OCO3)SC1=S)c1ccccc1Cl
/ | 13 | COc1ccc2c(c1)C1=C(CC2)C(c2ccc(N(C)C)cc2)NC(=S)N1 (stereo not drawn)
107 | 8 | CCC1CCCCN1C(=O)CSc1nnc(-c2ccc3c(c2)OCCO3)o1 (stereo not drawn)
/ | 0 | O=C(Nc1cccc([N+](=O)[O-])c1)C1CC1(c1ccccc1)c1ccccc1 (stereo not drawn)
95 | -7 | COc1ccc(C)cc1S(=O)(=O)N1CCN(S(=O)(=O)c2cc(C)ccc2OC)CC1
88 | -7 | CCOCCCNC(=O)C(c1ccc(C)cc1)N1CCOCC1 (stereo not drawn)
95 | -8 | O=C(COC(=O)c1ccccn1)NCCCc1ccccc1
86 | 0 | COc1cccc(-c2csc(N3CCN(C(=O)C4CCCCC4)CC3)n2)c1
/ | -1 | COc1cc(NC(=O)Cc2ccc(OC)c(OC)c2)cc(OC)c1
78 | 10 | O=C(Nc1ncc(Br)s1)C1CCCN1S(=O)(=O)c1cccc2cccnc12 (stereo not drawn)
/ | 4 | O=C(CCn1c(=O)[nH]c2ccsc2c1=O)N1CCN(c2cccc(Cl)c2)CC1
/ | 9 | CC(=O)Nc1ccc(C(=O)N2CCN(c3ccccc3)CC2)cc1
134 | -1 | CS(=O)(=O)N(CC(=O)NCC1CCCO1)c1ccc(F)c(Cl)c1 (stereo not drawn)
119 | 0 | O=C(CSc1nnc(-c2cccs2)n1-c1ccccc1)N1CCCC1

Structures above that contain a furan ring, fused or not:
BAP1 block | HePTP inh | compound
/ | 0 | COc1ccc(/C=N\OCC(=O)Nc2oc(-c3ccccc3)c(-c3ccccc3)c2C#N)cc1
90 | 13 | O=C(CN(Cc1ccc(F)cc1)C(=O)c1ccco1)NCc1ccc(F)cc1
/ | -5 | CCC(C)(C(=O)NC1CCCCC1)N(Cc1ccco1)C(=O)CNC(=O)c1ccccc1 (stereo not drawn)
105 | 6 | Cc1ccc(N(C(=O)CNC(=O)c2ccco2)C(C(=O)NCC2CCCO2)c2ccccc2)cc1 (stereo not drawn)
74 | -5 | O=C(CCN1C(=O)c2ccccc2S1(=O)=O)NCc1ccco1
/ | 14 | CN(/N=C\c1ccco1)c1nc(-c2ccccc2)cc(-c2ccccc2)n1
94 | 8 | COc1cccc(-n2c(SCC(=O)NC(C)(C)C)nnc2-c2ccoc2C)c1
/ | 3 | CCOC(=O)/C(C#N)=C\c1cn(CCC#N)nc1-c1ccc(C)o1
83 | 2 | CC(C)c1ccc(NC(=O)C(c2ccccc2)N2CCN(C(=O)c3ccco3)CC2)cc1 (stereo not drawn)
127 | 8 | O=C(CSc1nc2ccccc2c(=O)n1Cc1ccco1)N1CCCCCC1
98 | -7 | O=C1NCCCC1C(=O)N1CCN(C(=O)c2ccco2)CC1 (stereo not drawn)
58 | 2 | N#Cc1ccc(CSc2nnc(Cc3cccs3)n2Cc2ccco2)cc1
/ | 2 | S=c1[nH]nc(-c2ccccc2)n1/N=C/c1ccc(-c2ccccc2Cl)o1
53 | / | O=C(CCN1C(=O)c2cccc([N+](=O)[O-])c2C1=O)NCc1ccco1
